# Screening data from PubChem.
# Neddylation inh – cullin neddylation inhibition. P61081+Q13564. TR-FRET cullin neddylation, biochemical. calls only at 25 µM. 360,000 tested, 0.58% active. AID 651699; in the data active = inhibition above about 36%
# CSN deneddyl inh – CSN deneddylation inhibition; Q92905; Purified CSN, SCF-Nedd8-OG deneddylation, fluorescence polarization; inhibition, % at 12.5 µM; 360,000 tested, 0.38% active; AID 651999;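 active = pattern-corrected inhibition above about 35%, with an unprinted fluorescence ratio check between 0.5 and 1.5, limit read from the data, passing the limit was not always enough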;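 also: 0% = enzyme with substrate and 100% = substrate without enzyme; some results filed as inactive read as strong as hits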
# Target sequence (Q92905 whole entry, looked up, one chain of several): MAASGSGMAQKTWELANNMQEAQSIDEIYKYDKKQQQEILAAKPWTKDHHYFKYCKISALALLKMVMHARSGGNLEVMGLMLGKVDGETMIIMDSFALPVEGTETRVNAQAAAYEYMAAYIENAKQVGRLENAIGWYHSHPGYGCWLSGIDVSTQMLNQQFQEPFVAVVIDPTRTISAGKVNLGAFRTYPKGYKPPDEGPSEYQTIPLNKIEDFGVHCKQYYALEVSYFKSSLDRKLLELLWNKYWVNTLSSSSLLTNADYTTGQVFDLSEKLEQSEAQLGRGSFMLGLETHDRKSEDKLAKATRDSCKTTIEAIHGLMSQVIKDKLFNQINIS
#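 Material: human Csn5 produced in HEK293T cells; Input: enzyme 0.24 nM; Reagent: SCFSkp2-Nedd8OG substrate at 10 nM final; Dosing: 12.5 µM compound; Incubation: 90 min reaction at room temperature; Detection: fluorescence polarization of the substrate; Evaluation: % inhibition of substrate cleavage by Csn5; Control set: substrate-only high control, full reaction low control.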
# Rin1 Abl inh – blocks binding of human Rin1 to Abl. TR-FRET Rin1/Abl binding, biochemical. inhibition, % at 7.35 µM. 360,000 tested, 0.4% active; in the data active = inhibition above about 5%, passing the limit was not always enough
# DNMT1 inh – inhibitors of human DNMT1 | DNMT1 molecular beacon, Hinp1I cleavage, fluorescence | inhibition (reported as % activation of signal), % at 10 µM | 360,000 tested, 0.83% active; in the data active = inhibition above about 50%
# SUMO1 PPI mod – modulators of human SUMO1-mediated protein-protein interactions. P63165. SUMO1 binding to a labelled peptide, TR-FRET, 1 h. inhibition, % at 20 µM. 360,000 tested, 0.33% active. AID 602429; in the data active = inhibition above about 37%
# NadD inh – NadD (S. aureus) enzyme inhibition | purified NadD enzyme, colorimetric absorbance read-out | inhibition, % at 20 µM | 360,000 tested, 0.78% active; in the data active = inhibition above about 26%; also: some compounds past the cut are filed as inactive
# STEP inh – blocks human striatal-enriched tyrosine phosphatase; P54829; recombinant STEP, OMFP fluorogenic substrate, fluorescence; inhibition, % at 20 µM; 360,000 tested, 0.25% active; AID 588621;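 active = inhibition at 20 µM, scaled per plate between control wells, above about 37%, limit read from the data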;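 also: 0% = DMSO with enzyme and substrate and 100% = substrate only without enzyme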
#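 Material: STEP (striatal-enriched tyrosine phosphatase) enzyme, cell-free | Medium: 50 mM Bis-Tris pH 6.0 with 2.5 mM DTT and 0.005% Tween 20 | Read-out: Percent inhibition scaled to no-enzyme and uninhibited-enzyme controls, plate-pattern corrected | Signal: Fluorescence read at 480 nm ex / 540 nm em | Times: 20 min reaction, room temperature, in the dark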
# Rpn11 inh – inhibitors of human proteasome Rpn11; O00487; human 26S proteasome, Ub4-pepOG fluorescence polarization; 20S core pre-blocked with epoxomicin; calls only at 20 µM; 360,000 tested, 0.59% active; AID 588493;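 active = inhibition at 20 µM, scaled to each plate's controls, above about 33%, limit read from the data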
# Target sequence (O00487 whole entry, looked up): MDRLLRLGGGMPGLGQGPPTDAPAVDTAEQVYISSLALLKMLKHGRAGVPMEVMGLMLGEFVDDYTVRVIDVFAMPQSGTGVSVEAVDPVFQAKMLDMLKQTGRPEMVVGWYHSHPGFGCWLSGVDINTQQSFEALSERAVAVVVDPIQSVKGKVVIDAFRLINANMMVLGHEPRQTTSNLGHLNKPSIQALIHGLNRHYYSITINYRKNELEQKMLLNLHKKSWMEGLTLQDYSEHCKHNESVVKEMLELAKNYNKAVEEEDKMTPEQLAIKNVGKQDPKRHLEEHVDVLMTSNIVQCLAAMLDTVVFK
# LMPTP inh – blocks human LMPTP phosphatase; recombinant LMPTP-A, OMFP fluorogenic substrate, fluorescence intensity; inhibition, % at 20 µM; 360,000 tested, 0.22% active; AID 651560;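 active = compounds that cut the enzyme signal by at least half of the control window in the single-dose screen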;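 also: plate controls were DMSO wells with enzyme plus substrate for no effect and substrate without enzyme for full effect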
# Target sequence (P24666 whole entry, looked up): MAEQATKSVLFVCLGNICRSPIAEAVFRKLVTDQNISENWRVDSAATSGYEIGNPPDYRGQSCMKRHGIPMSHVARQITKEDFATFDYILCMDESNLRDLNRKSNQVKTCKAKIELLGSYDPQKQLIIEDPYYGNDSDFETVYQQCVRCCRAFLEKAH
#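 Buffer or medium: Bis-Tris pH 6.0, DTT, detergent; Assay system: LMPTP-A enzyme; Quantity: 0.625 nM enzyme; Detection: endpoint fluorescence intensity; Times: 50 min dark incubation at room temperature; Controls: substrate-only low control, DMSO enzyme-plus-substrate high control; Doses: single 20 µM dose; Read-out: percent inhibition versus substrate-only and uninhibited controls; Reagent: 400 µM OMFP.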
# Scp1 inh – inhibitors of human Scp-1 phosphatase | Q9GZU7 | Recombinant Scp1, phosphopeptide, malachite green phosphate absorbance | inhibition, % at 20 µM | 340,000 tested, 0.88% active;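 active = inhibition above about 50% at 20 µM, limit read from the data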;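 also: plate controls were DMSO wells with enzyme for no effect and wells lacking enzyme for full effect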
# Target sequence (Q9GZU7 76-261 limits assumed): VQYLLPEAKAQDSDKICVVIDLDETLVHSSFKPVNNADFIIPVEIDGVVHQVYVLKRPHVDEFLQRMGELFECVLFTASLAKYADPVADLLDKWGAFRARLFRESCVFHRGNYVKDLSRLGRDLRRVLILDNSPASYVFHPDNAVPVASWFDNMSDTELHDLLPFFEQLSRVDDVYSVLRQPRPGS
#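 assay system = SCP-1 phosphatase catalytic domain, residues 76-261 | buffer or medium = 50 mM Tris acetate pH 5.5, 0.005% Tween-20, 10 mM MgCl2 | incubation = enzyme reaction 45 min at room temperature, colour 5 min, stabilisation 30 min | signal = Phosphate-binding colour reagent, absorbance read at 630 nm | measure = % inhibition at 20 µM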
# Starred values were filed as active, the others as inactive; i = inactive; . = no result given.
# Sequence of screens – STEP inh	LMPTP inh	NadD inh	Scp1 inh	Neddylation inh	Rpn11 inh	SUMO1 PPI mod	Rin1 Abl inh	DNMT1 inh	CSN deneddyl inh
1	Cc1c(C(=O)NN)nn(-c2ccc(Cl)cc2)c(=O)c1C#N
  0	-1.8	5	-6	i	i	-30	-1	-8	1
2	O=C(NCCc1cn2ccccc2n1)c1ccc(Br)o1
  -2	0.6	1	2	i	i	5	-3	0	0
3	COC(=O)CCCC1=CC2=CC(=O)C(C)(OC(=O)c3cccs3)C(=O)C2=CN1CCN1CCOCC1 (stereo not drawn)
  1	0.2	5	-1	i	i	-18	-2	-6	0
4	COC(=O)C(NC(=O)c1ccc(OC)cc1)(Nc1ncc(S(=O)(=O)c2ccc([N+](=O)[O-])cc2)s1)C(F)(F)F (stereo not drawn)
  -7	0.7	5	-9	i	i	-23	4	-8	-1
5	CC(OC(=O)c1cccnc1SCc1cc(=O)n2ccccc2n1)c1ccccn1 (stereo not drawn)
  3	-1.3	-7	3	i	i	-11	-3	-1	-4
6	O=C(CSc1nc2c(c(=O)n1-c1ccc(F)cc1)SCC2)NCC1CCCO1 (stereo not drawn)
  -2	-1.2	-3	-3	i	i	-10	0	4	1
7	Cc1ccc(C=Nc2cc([N+](=O)[O-])ccc2C)s1
  -4	1.5	-8	3	i	i	-14	-1	-2	-13
8	COc1ccccc1N(CC(=O)NC1CCCCC1)S(C)(=O)=O
  0	-1.3	-4	-2	i	i	2	3	3	4
9	CCOCCCNC(=O)C(NC(=O)c1ccccn1)c1ccc(C)cc1 (stereo not drawn)
  -1	0.6	5	26	i	i	2	2	0	-3
10	COc1ccc(-n2nc([N+](=O)[O-])c(=NCCc3ccccc3)n2O)cc1
  1	-0.7	-9	-8	i	i	-30	-4	5	-7

# One compound at a time, as listed above. Order of values: STEP inh | LMPTP inh | NadD inh | Scp1 inh | Neddylation inh | Rpn11 inh | SUMO1 PPI mod | Rin1 Abl inh | DNMT1 inh | CSN deneddyl inh
# CCOCCCNC(=O)C(NC(=O)c1ccccn1)c1ccc(C)cc1 (stereo not drawn) in the list: -1 | 0.6 | 5 | 26 | i | i | 2 | 2 | 0 | -3
# Cc1ccc(C=Nc2cc([N+](=O)[O-])ccc2C)s1 in the list: -4 | 1.5 | -8 | 3 | i | i | -14 | -1 | -2 | -13
# CC(OC(=O)c1cccnc1SCc1cc(=O)n2ccccc2n1)c1ccccn1 (stereo not drawn) in the list: 3 | -1.3 | -7 | 3 | i | i | -11 | -3 | -1 | -4
# Cc1c(C(=O)NN)nn(-c2ccc(Cl)cc2)c(=O)c1C#N in the list: 0 | -1.8 | 5 | -6 | i | i | -30 | -1 | -8 | 1

# New compounds follow:
# Sequence of screens – STEP inh	LMPTP inh	NadD inh	Scp1 inh	Neddylation inh	Rpn11 inh	SUMO1 PPI mod	Rin1 Abl inh	DNMT1 inh	CSN deneddyl inh
11	COC(=O)[C@@]1(Cc2ccc(OC)cc2)[C@@H]2[C@@H](CC(=O)[C@H]2CC(=O)C(=O)N(C)C)CN1C(=O)c1ccccc1
  -1	0.5	6	-6	i	i	3	0	0	0
12	CC(C)NC(=O)C1(C)CN(S(C)(=O)=O)CC(=O)N1C1CCN(Cc2ccccc2)CC1 (stereo not drawn)
  .	-0.2	.	.	i	.	-5	.	.	-1
13	CCn1c(Sc2nc(C)nc3scc(-c4cccs4)c23)n[nH]c1=O
  -5	-1.0	-4	-11	i	i	4	4	9	-6
14	O=C(NCC1CCCO1)c1c(O)c2cccc3c2n(c1=O)CC3 (stereo not drawn)
  4	-1.1	-4	-2	i	i	-15	-4	2	-1
15	CC1=Nc2cc(C(=O)N3CCCC3)ccc2Sc2ccc(C)cc21
  5	-0.2	1	-9	i	i	-2	-2	-10	2
16	CC(=O)Nc1ccc(OCCCN2CCC(C(O)(c3ccccc3)c3ccccc3)CC2)cc1
  .	-0.2	8	.	i	.	1	.	.	2
17	Cc1noc(C)c1CSCC(=O)Nc1nc2ccc(F)cc2s1
  -3	0.5	-7	-1	i	i	3	-1	-6	-3
18	CCC(C)(NC(=O)c1ccccn1)C(=O)NC1CCCC1 (stereo not drawn)
  -1	-0.9	1	-4	i	i	-1	-4	-1	4
19	Cc1ccc(C(=O)NCC(=O)OCC(=O)NCCNC(=O)COC(=O)CNC(=O)c2ccc(C)cc2)cc1
  1	-1.4	-1	-6	i	i	-1	1	-1	-3
20	Cc1c(CCC(=O)O)c(=O)oc2c(C)c3occ(-c4ccc(Cl)cc4)c3cc12
  35	88*	6	64*	i	i	37	-1	4	15
21	COc1ccc(CN(Cc2ccc(C(=O)O)cc2)C(=S)Nc2cc(C)cc(C)c2)cc1OC
  4	-1.9	9	-7	i	i	1	4	0	-1
22	O=C(CN1CCOCC1)NCCc1ccccc1
  -3	-1.6	1	-12	i	i	3	-5	-6	-2
23	COc1ccc2c(/C=N/NS(=O)(=O)c3ccc(C)cc3)c[nH]c2c1
  -4	2.0	2	1	i	i	-12	-7	-13	0
24	CC(=O)Nc1ccc(NC(=O)c2nccnc2C(=O)O)cn1
  -4	-1.6	-7	-4	i	i	-1	1	0	-1
25	Cc1ccc(S(=O)(=O)/N=C(/c2ccccc2)N2CCOCC2)cc1
  -5	-0.2	-1	-2	i	i	3	1	4	-5
26	COc1ccc(C(=O)OCC(=O)N2CCCCCC2)cc1S(=O)(=O)N1CCOCC1
  1	-1.0	-4	-3	i	i	2	0	1	0
27	Cc1ccc(C(=O)NNC(=O)CSc2nnc3ccccn23)cc1
  1	-0.7	-1	-7	i	i	1	1	-3	0
28	CCOC(=O)CN1C(=O)S/C(=C/c2ccc(C)o2)C1=O
  -1	-0.2	2	-6	i	i	-20	-2	-3	2
29	CCC(=O)Nc1sc(C(=O)N2CCCCC2)c(C)c1C#N
  0	0.5	-2	-5	i	i	-2	7	-4	2
30	OC(CN1c2ccccc2Sc2ccccc21)Cn1nnc2ccccc21 (stereo not drawn)
  -5	3.5	-4	-13	i	i	-2	0	-11	2
31	CCOC(=O)CCCNC(=O)COC(=O)c1cc2ccccc2cc1O
  1	-0.9	-4	-4	i	i	-2	1	-2	3
32	CCCCNS(=O)(=O)c1ccc(S(=O)(=O)NCc2ccncc2)cc1
  3	-0.4	6	1	i	i	5	3	-2	-5
33	CN1N=C(C(=O)N2CCCC(C(=O)c3cccc(C(F)(F)F)c3)C2)CCC1=O (stereo not drawn)
  4	-0.7	-1	-11	i	i	3	-2	3	31
34	O=C(CSc1nnnn1C1CCCC1)NCCc1ccccc1
  0	-1.1	-8	6	i	i	2	-2	0	2
35	O=[N+]([O-])c1ccccc1N(S(=O)(=O)c1ccccc1)S(=O)(=O)c1ccccc1
  -2	0.6	-10	-8	i	i	-7	3	-6	2
36	O=[N+]([O-])c1ccc(-c2nn(-c3ccccc3)cc2/C=N/n2c(-c3ccncc3)n[nH]c2=S)cc1
  8	1.5	-1	4	i	i	23	-8	57*	112
37	Cc1ccc(C2(C)NC(=O)N(CC(=O)Nc3ccccc3C(=O)NC3CCCC3)C2=O)cc1 (stereo not drawn)
  0	-1.3	-1	-1	i	i	4	3	1	-4
38	CCc1ccc(NC(=S)NC2CC3CCCC(C2)N3Cc2cccs2)cc1 (stereo not drawn)
  -1	-1.4	1	0	i	i	2	2	-2	6
39	Cc1[nH]nc2c1C(c1ccc(F)cc1)C1=C(CC(C)(C)CC1=O)N2 (stereo not drawn)
  7	-1.4	-4	-1	.	i	1	0	3	-4
40	Cn1cccc1Cc1nnc(SCC(=O)NCC2CCCO2)n1C (stereo not drawn)
  -5	-1.6	-5	-3	i	i	3	1	2	1
41	CCOC(=O)C1CCCN(C(=O)CCCn2nnnc2CN2CCOCC2)C1 (stereo not drawn)
  -1	-1.2	-1	-6	i	i	5	2	-1	0
42	COCCn1c(SCC(=O)Nc2ccccc2OC)nc2c([nH]c3ccccc32)c1=O
  0	2.8	2	-8	i	i	2	3	13	3
43	O=c1[nH]c(CN2CCN(c3ccc([N+](=O)[O-])cc3)CC2)nc2ccsc12
  -2	2.7	0	-7	i	i	-15	-5	3	0
44	O=C(O)c1cc(S(=O)(=O)O)cc(Nc2c3ccccc3nc3ccccc23)c1O
  2	0.6	-7	9	i	i	-12	-2	10	3
45	O=C(NCCC1=CCCCC1)c1cc(S(=O)(=O)N2CCOCC2)c(Cl)cc1Cl
  1	0.6	-5	-10	i	i	8	-1	0	31
46	Cc1ccc(N2CCN(S(=O)(=O)c3ccc4oc(=O)ccc4c3)CC2)c(C)c1
  2	0.8	8	-4	i	i	1	3	-1	-2
47	CC(=O)c1cccc(NC(=O)COC(=O)c2ccc(S(C)(=O)=O)c([N+](=O)[O-])c2)c1
  -2	2.3	-3	2	i	i	-6	2	0	-6
48	COc1ccc(CCNC(=O)CSc2cccc3cccnc23)cc1OC
  3	-1.6	-4	5	i	i	-3	1	6	4
49	CCCNC(=O)NC(C(=O)OC)C12CC3CC(CC(C3)C1)C2 (stereo not drawn)
  -4	-0.7	-4	-7	i	i	-2	1	2	0
50	N#Cc1ccccc1NC(=O)COC(=O)c1ccc2c(c1)OCO2
  1	-1.0	1	-5	i	i	3	1	1	-3
51	Cc1nc(CN(C)Cc2nc(Cc3ccccc3Cl)no2)cs1
  -2	-0.5	-3	-2	i	i	1	2	13	-2
52	O=C(/C=C/c1ccco1)Nc1ccc(C(=O)N2CCOCC2)cc1
  0	-1.5	0	-3	i	i	-11	-4	7	-12
53	N#CCCN(CCN1CCCC1)S(=O)(=O)c1ccc(-c2ccc([N+](=O)[O-])cc2)cc1
  -2	-0.9	-6	-9	i	i	-15	-1	1	-8
54	Cc1ccc(NC(=O)COC(=O)C2CC2)cc1S(=O)(=O)N1CCOCC1
  1	-0.1	0	-5	i	i	-3	0	-7	-1
55	COc1cccc(NC(=S)N/N=C2\CC3CCC2(C)C3(C)C)c1 (stereo not drawn)
  2	3.7	1	3	i	i	2	4	0	-3
56	COc1cc(NC(=O)NCc2ccncc2)cc(OC)c1OC
  -2	-0.5	-2	0	i	i	2	6	5	-2
57	Fc1cnc(N2CCOCC2)nc1N1CCc2ccccc21
  -3	0.2	-8	-4	.	i	-1	1	-4	12
58	COc1ccc(-n2ncc3c(=O)n(CC(=O)NC(C)C)cnc32)cc1
  0	-1.1	-4	11	i	i	5	1	2	4
59	COc1cc2c(cc1OC)CN(C(=O)/C=C/c1cc(OC)c(OC)c(OC)c1)CC2
  2	0.7	-4	-9	i	i	-16	-7	-4	3
60	Cc1ccc(C(=O)NNC(=O)C2CCN(S(=O)(=O)c3ccc(C)cc3)CC2)cc1
  1	-0.5	3	-12	i	i	4	0	2	5
61	COc1cccc(C(CCc2cc(OC)c(OC)c(OC)c2)NC(C)=O)c1 (stereo not drawn)
  -1	-0.1	-6	-10	i	i	0	3	1	-5
62	Cc1ccc(S(=O)(=O)NCc2ccc(C(=O)NCCCN3CCN(C)CC3)cc2)cc1
  3	-5.7	-8	0	i	i	0	1	-2	5
